CHO-K1 Ca ag – counter-screen for M1 agonists: effect in parental CHO-K1 cells | activation, % at 3 µM | Fluo-8 calcium fluorescence; scaled to maximal ATP response, vehicle zero | 360,000 compounds, 0.48% hits; in the data active = activation above about 15%;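 also: untransfected CHO-K1 host cells lacking M1 receptor as counterscreen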
M1 PAM parental – nonselective calcium activators in parental CHO-K1 cells, primary screen, counter-screen for M1 PAM project, cell-based, Fluo-8 calcium fluorescence, full deck, 1536-well; ATP EC20; 0% at ATP EC20, 100% at ATP max; activation, % at 3 µM; 360,000 compounds, 0.02% hits; AID 602247, 2012;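 active = activation above the run cutoff, the mean activation of all test compounds plus 3 SD, cut at about 40% in these data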;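 also: peak over basal fluorescence ratio in a 140 s read after ATP addition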
V1R ag counter – agonists of human V1a receptor, primary screen, counter-screen for OXTR agonist project, fluorescence, CHO-V1R cells; Vasopressin V1a receptor (Homo sapiens), P37288; Fluo-8 calcium fluorescence, agonist mode; 0% DMSO, 100% 3 nM vasopressin; activation, % at 3 µM; 320,000 compounds, 0.25% hits; AID 2797, 2010;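 active = activation above the mean activation of all tested compounds plus 3 SD, per screening run, cut at about 20% in these data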;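 also: signal is peak over basal fluorescence ratio across a 100 second FLIPR read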
CHRM1 agonist – human M1 muscarinic receptor agonists, primary screen, Fluo-8 calcium fluorescence, CHO-K1 cells, HTS. CHO-K1 hM1, agonist mode; 0% DMSO, 100% acetylcholine EC100. 360,000 compounds, 0.33% hits. activation, % at 3 µM. Muscarinic acetylcholine receptor M1 (Homo sapiens), P11229. AID 588814, 2011;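 active = activation above the run's mean compound activation plus 3 SD, cut at about 16% in these data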;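 also: peak over basal fluorescence ratio within a 140 s kinetic read after compound addition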
TAAR1 antag – human TAAR1 antagonists, primary screen, Fluo-8 calcium fluorescence, CHO RD-HGA16 cells; Trace amine-associated receptor 1 (Homo sapiens), Q96RJ0; antagonist; inhibition, % at 3 µM; 360,000 compounds, 1.5% hits;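 active = inhibition above a per-plate cutoff, the mean inhibition of test compounds on that plate plus 3 SD, cut at about 49% in these data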;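 also: 0% = DMSO plus EC80 beta-PEA response and 100% = DMSO alone without agonist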
Target sequence (Q96RJ0 whole entry, looked up): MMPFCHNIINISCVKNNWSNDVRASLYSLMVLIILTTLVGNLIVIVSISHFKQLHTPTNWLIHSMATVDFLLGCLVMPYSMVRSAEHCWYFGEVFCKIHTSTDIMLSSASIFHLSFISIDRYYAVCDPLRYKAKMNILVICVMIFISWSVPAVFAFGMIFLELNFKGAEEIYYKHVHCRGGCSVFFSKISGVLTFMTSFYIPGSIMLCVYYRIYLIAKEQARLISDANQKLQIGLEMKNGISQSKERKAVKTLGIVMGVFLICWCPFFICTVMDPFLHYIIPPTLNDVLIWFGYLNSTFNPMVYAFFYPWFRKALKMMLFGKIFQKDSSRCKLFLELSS
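Material: CHO RD-HGA16 cells bearing hTAAR1; compound dosing: one-point dosing, 3 µM nominal final; schedule: dye loading 75 min at 37 °C, then 30 min room temperature; measured by: calcium fluorescence with Fluo-8; control set: vehicle and agonist controls; replication: n of 1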
TAAR1 agonist – human TAAR1 agonists, primary screen, Fluo-8 calcium fluorescence, CHO RD-HGA16 cells; vehicle wells 0%, saturating PEA agonist 100%; activation, % at 3 µM; 360,000 compounds, 0.99% hits;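 active = activation above the mean activation of all test compounds in the run plus 3 SD, cut at about 38% in these data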
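Assay system: CHO-derived RD-HGA16 cells with stable Gα16 and human TAAR1; timing: 17-24 h seeding, 75 min 37 °C dye, 30 min RT; read-out: % activation from peak over basal fluorescence ratio, DMSO-to-PEA scaled; measured by: kinetic Fluo-8 calcium fluorescence; benchmarks: low control DMSO, high control PEA (EC100); doses: 3 µM single concentration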
CHO parental Ca – ATP-evoked calcium signal inhibitors, parental CHO, primary screen, counter-screen for OX1R antagonist project, cell-based, fluorescence, Fluo-8 calcium dye. parental CHO-K1, ATP-induced calcium, Fluo-8 fluorescence. inhibition, % at 5.6 µM. 330,000 compounds, 0.63% hits. AID 463079, 2010;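 active = inhibition above that plate's mean sample inhibition plus 3 SD, cut at about 26% in these data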;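 also: 0% = ATP-challenged DMSO wells and 100% = DMSO wells without ATP; some compounds past the cut are filed as inactive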
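Material: parental CHO cells / Compound: single nominal dose of 5.6 µM per compound / Signal: Fluo-8 fluorescence / Replicates: singlicate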
CHO-K1 Ca antag – M1 antagonist counterscreen hit in parental CHO-K1 cells; ATP-induced calcium, Fluo-8 fluorescence; inhibition, % at 3 µM; 360,000 compounds, 0.6% hits; AID 602250;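 active = inhibition above a per-plate cutoff, the plate's mean sample inhibition plus 3 SD, cut at about 24% in these data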;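 also: 0% = DMSO plus EC80 ATP and 100% = DMSO alone without ATP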
OXTR potentiate – human OXTR potentiators, primary screen, fluorescence, CHO-OTR cells, Fluo-8 calcium; Oxytocin receptor (Homo sapiens), P30559; Fluo-8 calcium fluorescence, potentiator mode; 0% = oxytocin EC15, 100% = EC100; activation, % at 3 µM; 320,000 compounds, 0.061% hits;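 active = activation above that plate's cutoff, the mean activation of tested compounds plus 3 SD, cut at about 6.6% in these data, passing the limit was not always enough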;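 also: 100% uses oxytocin at 75 nM as the full agonist control; some results filed as inactive read as strong as hits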
Target sequence (P30559 whole entry, looked up): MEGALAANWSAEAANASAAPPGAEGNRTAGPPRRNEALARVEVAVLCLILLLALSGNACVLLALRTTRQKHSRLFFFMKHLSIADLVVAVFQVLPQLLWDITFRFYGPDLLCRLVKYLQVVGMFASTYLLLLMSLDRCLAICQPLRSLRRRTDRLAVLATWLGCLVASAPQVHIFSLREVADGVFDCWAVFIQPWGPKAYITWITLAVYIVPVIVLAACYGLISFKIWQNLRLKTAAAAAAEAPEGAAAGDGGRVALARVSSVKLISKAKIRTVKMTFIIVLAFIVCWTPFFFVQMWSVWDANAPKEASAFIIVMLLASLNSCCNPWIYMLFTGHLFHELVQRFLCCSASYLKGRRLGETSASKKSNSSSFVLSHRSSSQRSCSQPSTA
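Assay system: CHO cell line stably expressing human OTR. Reagent: EC15 oxytocin agonist. Dosing: single dose, 3.0 µM nominal final compound concentration. Timing: compound 6 min at room temperature before oxytocin, 100 s read. Signal: kinetic Fluo-8 calcium fluorescence. Controls: oxytocin EC15 low and EC100 high.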
Numbers without * were called inactive; · = not tested or not shown.

Under each structure: CHO-K1 Ca ag	M1 PAM parental	V1R ag counter	CHRM1 agonist	TAAR1 antag	TAAR1 agonist	CHO parental Ca	CHO-K1 Ca antag	OXTR potentiate
CC(C)Cc1ccc(S(=O)(=O)N2CCN(c3ccccn3)CC2)cc1
    1.1	5	0.7	-4	-20	0	4	-7	-18
Cc1ccc(-c2cnc3cccnn23)cc1F
    -0.2	7	·	-1	-13	4	·	3	·
O=C(Nc1ccc(N2CCN(Cc3ccccc3)CC2)cc1)c1cccnc1
    1.6	24	3.1	-5	19	1	-3	-16	-4
O=C(CC1NC(=O)NC1=O)Nc1ccc(Cl)cc1 (configuration not stated)
    0.2	9	0.6	-5	6	16	0	11	-4
CN(C(=O)C1CC1)C1CCS(=O)(=O)C1 (configuration not stated)
    1.1	-6	0.0	4	-17	1	13	11	-12
COc1cc(NS(=O)(=O)c2ccc(NC(=S)NC(=O)c3sc4ccccc4c3Cl)cc2)nc(OC)n1
    0.1	11	0.2	-4	-8	-2	9	-10	4
O=C(c1ccc(F)cc1)c1cc2ccc(O)cc2oc1=O
    3.5	-5	2.3	-4	11	2	0	-12	-8
O=C(CCn1cnc2ccccc2c1=O)Nc1ccc(Cl)c(Cl)c1
    0.8	15	-0.1	-3	4	24	-5	-10	-2
Cc1cc(Cl)ccc1NC(=S)N1CCN(Cc2ccc3c(c2)OCO3)CC1
    1.2	0	5.9	-3	-2	6	-4	5	-23
Cc1ccc(Cl)cc1NC(=O)CCn1cccc1
    0.5	19	0.5	-4	-11	5	-6	-2	-3

Compounds above containing fluorine:
Under each structure: CHO-K1 Ca ag	M1 PAM parental	V1R ag counter	CHRM1 agonist	TAAR1 antag	TAAR1 agonist	CHO parental Ca	CHO-K1 Ca antag	OXTR potentiate
Cc1ccc(-c2cnc3cccnn23)cc1F
    -0.2	7	·	-1	-13	4	·	3	·
O=C(c1ccc(F)cc1)c1cc2ccc(O)cc2oc1=O
    3.5	-5	2.3	-4	11	2	0	-12	-8

Profiles, quoted from the list. Values in the order: CHO-K1 Ca ag	M1 PAM parental	V1R ag counter	CHRM1 agonist	TAAR1 antag	TAAR1 agonist	CHO parental Ca	CHO-K1 Ca antag	OXTR potentiate
Cc1ccc(-c2cnc3cccnn23)cc1F is listed with -0.2	7	·	-1	-13	4	·	3	·
O=C(c1ccc(F)cc1)c1cc2ccc(O)cc2oc1=O is listed with 3.5	-5	2.3	-4	11	2	0	-12	-8
Cc1ccc(Cl)cc1NC(=O)CCn1cccc1 is listed with 0.5	19	0.5	-4	-11	5	-6	-2	-3

(list continues)
Under each structure: CHO-K1 Ca ag	M1 PAM parental	V1R ag counter	CHRM1 agonist	TAAR1 antag	TAAR1 agonist	CHO parental Ca	CHO-K1 Ca antag	OXTR potentiate
O=C(O)c1ccc(CNCc2c(Cl)cccc2Cl)cc1
    0.5	-7	0.3	-4	2	10	-10	-17	-5
O=C(NCc1ccc(F)cc1)c1cc2n(n1)C(C(F)(F)F)CC(C1CC1)N2 (configuration not stated)
    0.4	18	-0.1	-3	-8	4	-14	-1	-4
COc1ccc(-c2cnnn2-c2ccc(NC(=O)/C=C/c3ccc(OC)c(OC)c3)cc2)cc1
    0.2	-4	-0.1	-5	-4	2	-2	1	-8
C=CCN1C(=O)c2ccc(C(=O)N(C)CC(=O)Nc3c(C)cccc3C)cc2C1=O
    1.9	-8	0.6	-4	-8	1	-7	5	-11
COc1ccc(C(=O)N2c3ccccc3C=CC2C#N)cc1 (configuration not stated)
    0.5	13	1.0	-7	-14	7	-12	2	-8
CC(=O)Nc1cccc(NC(=O)CCc2ccccc2)c1
    0.3	3	1.5	-1	4	7	-7	-11	-11
CCc1c(C)sc(NC(=O)c2cccs2)c1C#N
    3.9	9	3.0	-7	9	4	-11	0	-6
Cc1ccc2nc(C)/c(=N\O)c(C)nc2c1
    0.1	2	-0.7	-6	5	2	-20	1	-7
O=C1/C(=C/c2cccs2)SC(=S)N1CCC(=O)N1CCCCC1CCO (configuration not stated)
    8.8	4	5.0	1	22	8	-19	-12	-11
CC(Oc1ccccc1)C(=O)N1CCN=C1SCc1cccc(F)c1 (configuration not stated)
    1.0	2	3.9	1	10	9	-12	-3	-6
CCCS(=O)(=O)N1CCN(Cc2ccc([N+](=O)[O-])cc2)CC1
    0.5	-6	0.7	-4	-7	1	7	-5	-6
O=c1ccnc(Nc2ccc3c(c2)OCCO3)[nH]1
    1.0	29	0.0	-3	-3	0	14	-22	-14
CC(C)N(C(=O)CSc1nc(COc2ccccc2)nc2ccccc12)C(C)C
    0.6	-5	-1.5	-4	26	1	-36	-3	-12
CCC(CC)C(=O)Nc1cc(OC)c(OC)cc1C(=O)O
    0.2	20	1.1	4	4	0	0	-9	2
CS(=O)(=O)N(CC(=O)N1CCCC1)c1ccc(Cl)cc1Cl
    0.4	11	0.4	-5	-16	2	-4	2	-10
CCN(C(=O)CCCCC(=O)N(CC)c1ccccc1)c1ccccc1
    0.7	-11	-0.7	-2	-5	3	-13	-1	-10
CCOc1ccc(NC(=O)CN2CCN(CC(=O)Nc3ccc(OC)cc3)CC2)cc1
    -0.2	1	0.6	-2	-9	3	-6	-3	-2
O=C1COc2ccc(C(=O)COC(=O)c3nc(Cl)ccc3Cl)cc2N1
    0.7	-8	·	-1	2	5	·	-5	·
COc1ccc(S(=O)(=O)N2CCCC2)cc1C(=O)N1CCCCC1
    0.3	18	1.3	3	-1	0	-16	5	-3
C#CCOc1c(Br)cc(/C=N/O)cc1OCC
    -0.5	5	-1.0	-5	15	-3	-1	-10	0
O=C(CCC1CCCN(C(=O)c2ccc(F)c(F)c2)C1)N1CCN(c2ccccn2)CC1 (configuration not stated)
    0.5	7	0.9	-5	-30	0	-15	-3	-8
CC(=O)c1cccc(-c2ccnc3c2CC(C(=O)Nc2ccccc2)O3)c1 (configuration not stated)
    2.3	8	·	-1	10	2	·	-4	·
CCOC(=O)c1csc(NC(=O)c2cc(OC)c(OC)c(OC)c2)n1
    2.8	4	-0.4	-2	11	17	-15	7	-15
O=C(Nc1ccc(F)c([N+](=O)[O-])c1)C1CCCO1 (configuration not stated)
    0.3	-2	0.8	-4	-23	4	-22	3	-7
CCC(=O)N1CCCC(C)(C(=O)Nc2ccc(OC)c(F)c2)C1 (configuration not stated)
    0.8	20	·	-3	-7	1	·	-13	·
CCOC(=O)C(C)n1cnc2c(nnn2-c2cccc(OC)c2)c1=O (configuration not stated)
    -0.1	10	-1.1	-3	-8	-1	14	-7	-5
CC(C)C(=O)OCC(=O)Nc1ccc2c(c1)CCC2
    -0.2	16	-0.1	-3	-1	3	2	-4	-12
CN(C)[C@@H]1C(=O)C(C(N)=O)=C(O)[C@@]2(O)C(=O)C3=C(O)c4c(O)ccc(Cl)c4[C@@H](O)[C@H]3C[C@@H]12
    0.2	-3	-0.2	0	12	0	0	-3	-3
CCNC(=S)NNC(=O)c1ccncc1
    -0.1	12	-0.4	-4	13	0	1	-1	-11
O=C(CSc1nc2ccccc2c(=O)n1-c1ccccc1Cl)Nc1cccc(S(=O)(=O)N2CCOCC2)c1
    0.8	-13	1.9	-1	14	1	0	8	-2
CCCCSc1nnc(-c2ccc(OC)cc2)n1C
    0.4	8	-1.5	-7	7	9	-4	-4	-13
CCc1nnc(NC(=O)c2sc3nc4c(cc3c2N)CCCCC4)s1
    -0.1	-11	-1.5	-5	11	6	-1	-1	0
Cc1cccc(NC(=O)CNC(=O)C23CC4CC(CC(Cl)(C4)C2)C3)n1
    0.7	-8	0.0	2	-1	4	-11	2	-19
COCCN(C(=O)COC(=O)c1nc(Cl)ccc1Cl)c1c(N)n(Cc2ccccc2)c(=O)[nH]c1=O
    0.9	-21	0.3	-1	-11	1	-19	0	-2
O=C(CCN1C(=O)/C(=C\c2cccs2)SC1=S)Nc1ccccn1
    4.2	9	11	-3	21	44*	-21	-11	-4
CC1(C)CSC(=NCCc2ccccc2)N1C(=O)c1ccc(C#N)cc1
    1.2	3	-0.4	-9	4	-1	-9	-1	1
COc1ccc(-c2cc3nc(NCc4ccc(N(C)C)cc4)n(C)c(=O)c3s2)cc1OC
    0.2	11	·	-2	-1	1	·	-4	·
CC(=O)C[C@H](O)CC(=O)[C@H]1OC(=O)CCCCCc2ccccc21
    1.1	14	-0.3	-2	-14	2	-7	-5	1
CC1CCCCC12NC(=O)N(CC(=O)OCC(=O)N(C)C1CCCCC1)C2=O (configuration not stated)
    -0.6	-2	-0.1	-3	3	0	-10	1	-1
O=C(NCCCN1CCOCC1)c1ccccc1NS(=O)(=O)c1ccc(Br)cc1
    0.3	8	1.2	-5	-25	4	-6	3	-14

Sorted by the number under TAAR1 antag (rising): some entries from above.
canonical_smiles,CHRM1 agonist,TAAR1 antag,OXTR potentiate
O=C(NCCCN1CCOCC1)c1ccccc1NS(=O)(=O)c1ccc(Br)cc1,-5,-25,-14
CC(=O)C[C@H](O)CC(=O)[C@H]1OC(=O)CCCCCc2ccccc21,-2,-14,1
COc1ccc(-c2cc3nc(NCc4ccc(N(C)C)cc4)n(C)c(=O)c3s2)cc1OC,-2,-1,·
CC1CCCCC12NC(=O)N(CC(=O)OCC(=O)N(C)C1CCCCC1)C2=O (configuration not stated),-3,3,-1
CC1(C)CSC(=NCCc2ccccc2)N1C(=O)c1ccc(C#N)cc1,-9,4,1
CCCCSc1nnc(-c2ccc(OC)cc2)n1C,-7,7,-13
O=C(CCN1C(=O)/C(=C\c2cccs2)SC1=S)Nc1ccccn1,-3,21,-4

Following part.
Under each structure: CHO-K1 Ca ag	M1 PAM parental	V1R ag counter	CHRM1 agonist	TAAR1 antag	TAAR1 agonist	CHO parental Ca	CHO-K1 Ca antag	OXTR potentiate
Brc1ccccc1OCCNCc1ccccc1
    6.7	-3	3.6	-6	0	6	-26	-3	-2
O=Cc1sc(Nc2ccccc2)nc1Cl
    1.9	24	1.5	-2	22	15	22	-5	0
Cc1ccc(C(=O)NCc2ccccn2)cc1Cl
    -0.2	10	1.0	-5	-5	3	-8	-1	-8
Cc1cc(OCC(=O)OCC(=O)c2ccc[nH]2)ccc1Cl
    3.6	-9	·	-3	13	1	·	7	·
Cc1nc2cncc(Br)c2n1C
    0.5	17	-0.5	-2	-3	11	5	-5	-14
